Screening data from PubChem BioAssay.
KCNQ2 block = KCNQ2 channel blockers in CHO-K1 cells – cell-based, FluxOR thallium flux, B-score, primary screen (AID 2156) | O88943 | 20 min; hits give low values | B-score at 10 µM | 310,000 compounds, 1.1% hits;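 active means fluorescence ratio B-score at most minus 3 library SDs, with starting brightness B-score within 2 library SDs, cut at about -5.5 in these data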
Kir21 block = inhibitors of mouse Kir2.1 inward-rectifier potassium channel; P35561; HEK293-Kir2.1, FluxOR thallium flux fluorescence; hits give low values; B-score at 10 µM; 310,000 compounds, 0.85% hits;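 active means fluorescence ratio B-score at or below minus 3 SD of library scores, with starting-brightness B-score within 2 SD, cut at about -4.2 in these data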;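 further: channel flux triggered by added potassium and thallium sulfate stimulus; B-score of peak minus minimum fluorescence over baseline after thallium stimulus; more negative B-score means stronger Kir2.1 block with less thallium influx; some compounds called inactive have numbers as strong as hits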
Target sequence (P35561 whole entry, looked up): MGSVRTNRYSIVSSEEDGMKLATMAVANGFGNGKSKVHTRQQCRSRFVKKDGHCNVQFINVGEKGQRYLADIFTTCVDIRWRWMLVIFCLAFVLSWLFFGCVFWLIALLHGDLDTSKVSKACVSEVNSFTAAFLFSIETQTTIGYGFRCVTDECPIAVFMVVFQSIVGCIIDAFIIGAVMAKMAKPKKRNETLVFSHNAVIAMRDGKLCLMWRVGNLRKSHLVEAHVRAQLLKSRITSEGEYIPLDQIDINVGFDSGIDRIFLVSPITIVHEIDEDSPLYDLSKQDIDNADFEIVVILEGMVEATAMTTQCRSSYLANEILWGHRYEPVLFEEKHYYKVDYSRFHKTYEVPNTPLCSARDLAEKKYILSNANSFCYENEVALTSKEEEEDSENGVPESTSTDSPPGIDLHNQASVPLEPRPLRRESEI
Active calls of the source: *; i = inactive.

SMILES	KCNQ2 block	Kir21 block
Cc1ncc([N+](=O)[O-])n1CCOC(=O)NC(NCc1ccccc1Cl)C(Cl)(Cl)Cl (stereo not drawn)	i	-2.01
CCn1c(SCc2nc3sc(C(=O)O)c(C)c3c(=O)[nH]2)nnc1-c1ccc(Cl)cc1	i	0.02
CC(C)NC(=O)c1c2c(nc3ccccc13)CCCC2	i	-0.37
OCCCNc1ncnc2scc(-c3ccc(Cl)cc3)c12	i	0.42
CCCSc1nn2c(=O)c3ccccc3nc2s1	i	0.6
C=CC[C@@H]1Cc2c(Br)ccc(Br)c2[C@@H](CC=C)N1	i	-0.06
CCOC(=O)C1(Cc2ccccc2)CCN(Cc2ccc(C)s2)CC1	i	-2.11
O=C(NCCCN1CCOCC1)c1c(F)c(F)c(F)c(F)c1F	i	0.51
CCN(C(=O)c1cc2c(s1)-c1ccccc1S(=O)(=O)C2)c1cc(OC)ccc1OC	i	-0.16
CCCC(O)(c1ccccc1)C(CN1CCOCC1)c1ccccc1 (stereo not drawn)	i	0.03
CCOCCCNC(=O)CCn1ccc2cc(S(=O)(=O)N3CCCC3)ccc21	i	0.87
Cc1ccc(-c2nc(CS(=O)CC(=O)NCCCN3CCN(Cc4ccccc4)CC3)c(C)o2)cc1 (stereo not drawn)	i	-0.05
Cc1noc(C)c1CSc1nnc(-c2c[nH]c3ccccc23)n1-c1ccc(Cl)cc1	i	2.15
O=C(NCC(=O)N1CCN(Cc2ccccc2)CC1)c1ccc(Br)cc1	i	-1.12
O=C1[C@@H]2Cc3c([nH]c4ccccc34)CN2C(=O)CN1CCCCCO	i	-1.38

Compounds listed so far with two or more sulfur atoms:
SMILES	KCNQ2 block	Kir21 block
CCn1c(SCc2nc3sc(C(=O)O)c(C)c3c(=O)[nH]2)nnc1-c1ccc(Cl)cc1	i	0.02
CCCSc1nn2c(=O)c3ccccc3nc2s1	i	0.6
CCN(C(=O)c1cc2c(s1)-c1ccccc1S(=O)(=O)C2)c1cc(OC)ccc1OC	i	-0.16

The list continues:
SMILES	KCNQ2 block	Kir21 block
NC(N)=NC(N)=NCCc1ccccc1	i	-0.04
Cc1oc(-c2cccc(Cl)c2)nc1CN1CCCC(C(=O)NC(C)c2ccc3c(c2)OCCO3)C1 (stereo not drawn)	i	0.35
NS(=O)(=O)c1ccc(CNc2ccc3ccccc3n2)cc1	i	-0.31
N#Cc1ccccc1NC(=O)CSc1nccn1CCc1ccccc1	i	0.01
O=C(O)CCCC(=O)NCCCCc1ccccc1	i	-0.86
C[n+]1ccn(CC(=O)c2ccc(Br)cc2)c1	i	1.06
O=C(C1CCCN(S(=O)(=O)c2ccccc2)C1)N1CCCCC1 (stereo not drawn)	i	-1.98
O=C1OCCC1Sc1nc2ccccc2c(=O)n1-c1ccc(F)cc1 (stereo not drawn)	i	0.77
CCCc1nnc(NC(=O)C(CC)OC(=O)c2cc(C)nc3ccccc23)s1 (stereo not drawn)	i	-0.98
O=c1cc(O)c2sc(Nc3ccc(Cl)c(F)c3)nc2[nH]1	i	-1.86
CCOC(=O)c1c(NC(=O)N/N=C/c2ccccc2OCC)sc(C(C)=O)c1C	i	-0.38
Cc1[nH]nc2c1C(c1ccccc1F)NC2=O (stereo not drawn)	i	-0.07
CC(C)(C)c1ccc(C(=O)NCCCn2ccnc2)cc1	i	-2.99
CC(C)C(=O)Nc1cccc(-c2nc3ccccc3c(=O)o2)c1	i	0.7
CCn1nc(NS(=O)(=O)c2ccc(NC(C)=O)cc2)c2cc3cc(C)ccc3nc21	i	-0.51
COCc1cc(C)nc(OCC(=O)N/N=C/c2ccco2)c1C#N	i	1.72
O=C(O)c1ccc(Cl)c(S(=O)(=O)Nc2ccc3cn[nH]c3c2)c1	i	0.26
CSCCC(NC(=O)c1ccc(Cl)cc1)C(=O)OCC(=O)c1ccc[nH]1 (stereo not drawn)	i	-0.92
Cc1cccc(Cn2c(SCCN3CCCCC3)nc3c2c(=O)[nH]c(=O)n3C)c1	i	0.46
CC(=O)n1cc([C@H]2C=C(C(=O)N3CCN(Cc4ccccc4)CC3)O[C@@H](OCCCCO)C2)c2ccccc21	i	-0.39
CC1CN(S(=O)(=O)c2ccc(NC(=O)c3ccco3)cc2)CC(C)O1 (stereo not drawn)	i	-0.32
Cc1ccc2c(c1)N(C(=O)CCC(=O)NCCCN1CCOCC1)CCO2	i	-0.8
CC(=O)NC(CC(=O)Nc1nc(-c2ccc(N(C)S(C)(=O)=O)cc2)cs1)c1ccccc1 (stereo not drawn)	i	0.19
CSc1ccc(/C=N\NC(=O)CC(=O)NC(C)C)cc1	i	-2.72
Cc1ccc(-n2nnnc2SCC(=O)N2CC(=O)Nc3ccccc32)cc1	i	0.71
CC1CCCN(CCCNC(=O)C2CC(=O)N(CCc3ccccc3)C2)C1 (stereo not drawn)	i	-0.03
O=C(NC1CCCc2ccccc21)c1n[nH]c(=O)c2ccccc12 (stereo not drawn)	i	1.29
O=C(N/N=C1\NC(=O)C(CO)(CO)S1)c1ccccc1	i	0.08
CC(OC(=O)C1=Cc2ccccc2OC1)C(=O)NC1CCCC1 (stereo not drawn)	i	-0.05
CCCc1cc(=O)oc2cc(C)cc(O)c12	i	-0.46

Of the compounds above, 8 contain a Cl atom:
SMILES	KCNQ2 block	Kir21 block
Cc1ncc([N+](=O)[O-])n1CCOC(=O)NC(NCc1ccccc1Cl)C(Cl)(Cl)Cl (stereo not drawn)	i	-2.01
CCn1c(SCc2nc3sc(C(=O)O)c(C)c3c(=O)[nH]2)nnc1-c1ccc(Cl)cc1	i	0.02
OCCCNc1ncnc2scc(-c3ccc(Cl)cc3)c12	i	0.42
Cc1noc(C)c1CSc1nnc(-c2c[nH]c3ccccc23)n1-c1ccc(Cl)cc1	i	2.15
Cc1oc(-c2cccc(Cl)c2)nc1CN1CCCC(C(=O)NC(C)c2ccc3c(c2)OCCO3)C1 (stereo not drawn)	i	0.35
O=c1cc(O)c2sc(Nc3ccc(Cl)c(F)c3)nc2[nH]1	i	-1.86
O=C(O)c1ccc(Cl)c(S(=O)(=O)Nc2ccc3cn[nH]c3c2)c1	i	0.26
CSCCC(NC(=O)c1ccc(Cl)cc1)C(=O)OCC(=O)c1ccc[nH]1 (stereo not drawn)	i	-0.92

Continuation:
SMILES	KCNQ2 block	Kir21 block
Cc1ccc(S(=O)(=O)c2cc3c(=O)n4ccccc4nc3n(C3CCCC3)c2=N)cc1	i	1.33
COc1cccc(-n2cnc3sc(C)c(C)c3c2=O)c1	i	2.79
CCC(C)[C@H](NC(=O)N1CCCCC1)C(=O)OC (stereo partly drawn)	i	-0.04
COc1ccccc1N(C)S(=O)(=O)c1ccc(C(=O)OCC(=O)c2c[nH]c3ccccc23)cc1	i	2.21
Cc1ccc(CNCCNCCO)s1	i	-1.67
Cc1ccc(C(=O)NNC(=S)Nc2cccc3ccccc23)s1	i	1.74
CCCc1cc(O)c2c(C)cc(=O)oc2c1	i	-0.92
COc1ccccc1N1CCN(C2CCCN(C(=O)C3=NN(C)C(=O)CC3)C2)CC1 (stereo not drawn)	i	0.23
CCc1ccc(NC(=O)C(=S)NC2CCCCC2)cc1	i	-1.22
O=C(NCCN1CCOCC1)c1ccc(=O)oc1	i	-0.71
O=C(Nc1ccnc(-c2ccncc2)n1)c1ccccc1Cl	i	0.01
Cc1ccc(C(=O)c2ccc(C(F)(F)F)cc2)cc1	i	-0.25
O=C(CN1C(=O)COc2ccccc21)N1CCN(C2CCCCC2)CC1	i	-1.18
CCC1=NC(c2ccccc2)N(O)C1(C)C (stereo not drawn)	i	0.08
O=C(Cn1cnc2cc([N+](=O)[O-])ccc2c1=O)Nc1cccc2ccccc12	i	-1.71
Cc1ccc(S(=O)(=O)NC(=NCC(=O)O)c2ccc(F)cc2)cc1	i	0.68
COc1ccc(C(CC(=O)N2CCN(C)CC2)NC(=O)C(F)(F)F)cc1 (stereo not drawn)	i	1.13
COCC(=O)NNC(=O)c1ccc(OC)cc1	i	1.36
CCCOc1ccc2oc(=O)c3c(c2c1)CCCN3C(=O)CN1CCN(c2ncccn2)CC1	i	-1.17
COc1ccc(-n2c(Cc3cc(=O)[nH]c(=O)[nH]3)nnc2SCc2ccccc2)cc1	i	0.63
S=c1[nH]nc(-c2ccn[nH]2)n1-c1ccccc1Cl	i	-0.41
COc1ccc(NC(=O)COn2nnc3ccc(Cl)cc32)cc1OC	i	-0.56
COc1ccc(-c2nnc(SCCc3ccccc3)n2N)cc1	i	-0.7
Cc1cccc(Oc2c(C=O)c3ccccc3n2C)c1	-6.54*	-1.73
O=C(Nc1nncs1)c1ccc(F)c(S(=O)(=O)N2CCCCC2)c1	i	-0.11
C/C(=N/NS(=O)(=O)c1ccc(Br)cc1)c1ccc(NC(=O)c2ccc(C)o2)cc1	i	-0.58
Cc1cc2nc(-c3cccnc3SCC(=O)NCc3ccco3)[nH]c2cc1C	i	-1.6
Cc1cc(NC(=O)c2ccc(Cl)c(S(=O)(=O)N3CCOCC3)c2)no1	i	1.01
CC(C)(C)CC(=O)Nc1ccc(Nc2ccccc2)cc1	i	2.02
CCOC(=O)c1cc2c(ccc3ccccc32)oc1=O	i	-0.42
O=C(c1ccc(Cl)cc1)C1CCCN(Cc2cccn2-c2ccccn2)C1 (stereo not drawn)	i	-1.38
COc1cccc(-c2cc(C(F)(F)F)nc(N3CCN(c4ccccc4)CC3)n2)c1	i	-0.01
O=C(NC12CCC(O)C(SC1)/C2=N/O)c1ccccc1 (stereo not drawn)	i	-0.2
CC1CCCN(C(=O)CN2C(=O)C(C)Oc3ccccc32)C1 (stereo not drawn)	i	-0.14
O=C(CN1C(=O)NC2(CCc3ccccc32)C1=O)Nc1cccc(F)c1 (stereo not drawn)	i	-0.94
CCCn1c(SCC(=O)Nc2cccc(S(=O)(=O)NC3=NCCCCC3)c2)nc2ccccc2c1=O	i	0.28
Cc1ccc(OC(C)C(=O)N2CCc3ccccc32)cc1 (stereo not drawn)	i	0.56
O=C(c1cc2sccc2n1Cc1ccccc1)N1CCc2ccccc21	i	0.28
Cc1ccc(/C=N/c2sc3c(c2C(N)=O)CCCC3)o1	i	-1.97
CN(C)C1(CNC(=O)C2CCN(S(=O)(=O)c3ccccc3C(F)(F)F)CC2)CCCCC1	i	-0.32
CCc1nc(SCC(=O)Nc2nc3c(s2)CCCC3)c2ccccc2n1	i	1.15
COC(=O)C(Cc1ccccc1)NC(=O)CCNC(=O)c1ccc(Br)cc1 (stereo not drawn)	i	-1.71
Cc1c(C(=O)N2CCCC2)c(S(=O)(=O)Nc2ccccc2)c(C)n1C	i	-0.14
Cc1nn(C(C)C(=O)N2CCN(c3ccccn3)CC2)c(=O)c2cc3occc3n12 (stereo not drawn)	i	-2.72
CC1Cc2cc(/C=C3/SC(N4CCC(C(N)=O)CC4)=NC3=O)ccc2O1 (stereo not drawn)	i	-0.07
COCC(=O)Nc1cc([N+](=O)[O-])ccc1OC	i	0.1
CCOc1cc(CNn2nnnc2N)cc(Cl)c1OCC(=O)NC(C)(C)C	i	-1.94
Cc1cccnc1NC(=O)c1csnn1	i	0.85
CCOC(=O)CC1C(=O)NCCN1Cc1ccc(OC)c(OC)c1 (stereo not drawn)	i	0.74
CCOC(=O)CNC(=O)c1cc(-c2ccc3c(c2)OCCO3)oc1C	i	-0.77
Cc1cccc(OCCC(=O)Nc2ccc(Cl)cc2F)c1	i	0.15
COc1cc(/C=N/Nc2nc(C)nc3c2cnn3-c2ccccc2)ccc1O	i	-0.53
Cc1ccc(S(=O)(=O)C2(C(=O)NC3CCCCC3)CC2)cc1	i	0.27
Cc1cc(F)c(F)c(C(=O)N2CCC(C)CC2)c1Cl	i	0.77
NC(=O)CNc1n[nH]c(=S)[nH]c1=O	i	-0.72
COc1ccc(CN2CCN(C(=O)c3cccs3)CC2)cc1	i	-0.3
CCn1cc([N+](=O)[O-])c(C(=O)N2CCCC2)n1	i	-0.88
Cc1cc(Cl)ccc1OCC(=O)N(Cc1ccco1)C1CCS(=O)(=O)C1 (stereo not drawn)	i	-1.54
CCN(CC(=O)Nc1c(F)cccc1F)C(=O)CSc1nnc(-c2ccco2)n1CC	i	0.09
Cc1c(Cl)cccc1S(=O)(=O)N1CCC(C(=O)NNC(=O)C2CC2)CC1	i	-0.55

More records:
SMILES	KCNQ2 block	Kir21 block
N#CC1=C(N)OC2=C(CC/C2=C\c2ccccc2Cl)C1c1ccccc1Cl (stereo not drawn)	i	0.02
Nc1c(Cl)ncnc1N1CCN(c2ncnc(Cl)c2N)CC1	i	1.59
CCc1cc(C(=O)c2ccc(Br)cc2)c(NC(=O)CN(CC)CC)s1	-5.71*	-0.07
CSCCC(NC(=O)c1ccco1)C(=O)Nc1ccc(C)c(S(=O)(=O)N2CCOCC2)c1 (stereo not drawn)	i	1.37
O=C(CSc1nnc(CNC(=O)C23CC4CC(CC(C4)C2)C3)n1-c1ccc(F)cc1)Nc1ccc(F)cc1	i	-0.8
COc1ccc(N2CCN(S(=O)(=O)c3ccc(Br)s3)CC2)cc1	i	0.96
COC(=O)Cc1csc(Nc2ccccc2)n1	i	0.01
COc1ccc(NS(=O)(=O)c2cccc(C(=O)N/N=C(\C)c3ccc(-n4ccnc4)cc3)c2)cc1	i	2.23
COc1cccc(-c2ccc(=O)n(CC(=O)Nc3cc4c(cc3NC(C)=O)OCCO4)n2)c1	i	-0.04
Cc1sc2ncn(-n3c(C)ccc3C)c(=O)c2c1C	-5.72*	-0.85
COc1ccc(NS(=O)(=O)c2ccc(-c3coc(C)n3)cc2)c(OC)c1	i	1.55
CCCOc1ccc(CNC(=O)C2CCN(c3nn4c(=O)cc(C)nc4s3)CC2)cc1	i	1.69
CCCCn1c(/N=C/c2c[nH]c3ccccc23)nc2ccccc21	i	-1.18
Cc1ccc(N2C(=O)C(CN3CCOCC3)C2c2ccccc2)cc1 (stereo not drawn)	i	-0.13
CN(C)c1ccc(CN(C(=O)COc2ccc(Br)cc2)C2CCS(=O)(=O)C2)cc1 (stereo not drawn)	i	-0.38
